Screens as filed in PubChem BioAssay.
RGS12 GoLoco inh: RGS12 GoLoco-Gai1 interaction inhibition; P63096; Gai1:RGS12 GoLoco peptide FP, rhodamine, 10 min; Potency, µM (titrated, usually from 61.6 µM), for inactives: at the highest dose activity, negative = inhibition, usual class: inhibitors; actives 0.44% (n = 230,000); AID 880; active = well fitted inhibition curve with a large enough effect, not every such curve was filed as active; inactive = no such curve, though single readings can be large or run the other way; also: nearly all actives have a fitted effect of over 30% in size; many of its hits are not listed in these tables
Target sequence (P63096 whole entry, looked up): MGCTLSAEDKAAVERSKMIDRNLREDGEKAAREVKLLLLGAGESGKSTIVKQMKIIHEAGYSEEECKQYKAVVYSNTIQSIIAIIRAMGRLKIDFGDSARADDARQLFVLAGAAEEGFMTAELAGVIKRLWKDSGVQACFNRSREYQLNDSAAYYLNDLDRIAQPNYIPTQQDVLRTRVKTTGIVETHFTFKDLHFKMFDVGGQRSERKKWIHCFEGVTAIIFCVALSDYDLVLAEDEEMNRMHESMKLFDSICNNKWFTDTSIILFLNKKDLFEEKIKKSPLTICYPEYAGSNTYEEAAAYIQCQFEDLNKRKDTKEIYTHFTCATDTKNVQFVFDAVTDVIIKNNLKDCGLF
TR SRC2 fluor cs: alters Texas Red total fluorescence, flagging assay interference. TRb/SRC2 Texas Red total fluorescence interference. Potency, µM (doses to about 106 µM), for inactives: top-dose fluorescence change, negative = quenching. actives 0.29% (n = 280,000); active = well fitted curve in either direction with a large enough effect; inconclusive = small, poorly fitted or top-dose-only effect
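Human TRb ligand-binding domain at 0.6 uM with 20 nM Texas Red SRC2 peptide in Tris buffer containing 1 uM T3 and 5% DMSO, incubated with compound 5 h at ambient temperature. Total fluorescence (555/632 nm) calculated as parallel + 2 × perpendicular.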
TRb SRC2 PPI: inhibitors of human thyroid hormone receptor beta-SRC2 interaction | P10828 | TRbeta-SRC2 peptide binding, fluorescence polarization; receptor liganded with 1 µM T3 | Potency, µM (titrated, usually from 106 µM), for inactives: at the top dose activity change, negative = inhibition, actives largely listed as inhibitors | actives 0.065% (n = 280,000);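 also: plate controls were bound peptide for no effect and peptide without receptor for full effect; nearly all actives have a fitted effect of over 50% in size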
Target sequence (P10828 whole entry, looked up): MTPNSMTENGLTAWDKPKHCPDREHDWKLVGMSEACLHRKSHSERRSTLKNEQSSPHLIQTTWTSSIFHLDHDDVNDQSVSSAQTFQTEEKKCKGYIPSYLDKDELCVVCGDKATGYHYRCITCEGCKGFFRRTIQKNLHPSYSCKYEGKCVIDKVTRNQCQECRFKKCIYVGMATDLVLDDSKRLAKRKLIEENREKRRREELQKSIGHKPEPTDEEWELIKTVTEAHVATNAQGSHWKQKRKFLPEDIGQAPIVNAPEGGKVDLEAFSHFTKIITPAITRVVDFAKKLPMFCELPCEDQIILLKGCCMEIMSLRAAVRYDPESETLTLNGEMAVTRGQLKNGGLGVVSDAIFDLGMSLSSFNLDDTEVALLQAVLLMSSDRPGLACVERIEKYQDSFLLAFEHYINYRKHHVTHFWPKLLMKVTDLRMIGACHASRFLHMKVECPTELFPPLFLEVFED
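Human TRb LBD (0.6 uM) plus Texas Red-labeled SRC2 peptide (20 nM), 1uM T3, 5% DMSO, 5 hr at ambient temperature. Decreased polarization (555/632 nm) flags inhibition; data normalized to free and bound peptide controls.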
GAA glycogen mod: alters human alpha-glucosidase cleavage of glycogen; Potency, µM (series often up to 76.4 µM), for the others: at the top dose activity change, negative = inhibition, most hits filed as inhibitors; AID 2100; P10253; recombinant GAA, glycogen substrate, Amplex Red glucose oxidase fluorescence; actives 0.38% (n = 300,000);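 also: 0% = full enzyme reaction and -100% = no-enzyme basal signal; the screen sought inhibitors and activators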
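qHTS, 1536-well; enzyme 4 nM final; cpd up to 77 uM; substrate bovine liver glycogen 30 ug; 50 mM citrate/phosphate pH 5.0, 0.01% Tween-20; 37 C, 40 min; Amplex Red detection 45 min RT; Hill fit → AC50.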
RECQ1 inh: blocks DNA unwinding by human RECQ1 | Potency, µM (doses to about 57.3 µM), inactives show at the highest dose activity, negative = inhibition, hits mostly inhibitors | actives 0.54% (n = 240,000) | P46063 | RECQ1 DNA unwinding, red fluorescence kinetic read;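 also: plate controls were vehicle for no effect and no enzyme for full effect; nearly all actives have a fitted effect of over 30% in size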
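50 nM RECQ1T1 preincubated 15 min with compound in Tris pH 8.0 buffer with MgCl2, DTT, Tween-20 and 2.5 ug/ml poly(dI-dC); started with 200 nM TAMRA/BHQ-2 forked duplex and 2 mM ATP. Unwinding read as fluorescence (525/598 nm), two reads 2 h apart.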
GAA inh: inhibitors of human lysosomal alpha-glucosidase; AID 1466; purified human GAA, 4-MU-alpha-glucoside fluorescence; Potency, µM (highest dose often 76.9 µM), for inactives: at the highest dose activity change, negative = inhibition, hits mostly inhibitors; actives 0.005% (n = 200,000);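 also: plate controls were uninhibited enzyme wells for no effect and no-enzyme background for full effect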
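Human alpha-glucosidase, 4 nM, pre-mixed with test compounds before 400 uM 4-methylumbelliferyl substrate; 20 min room temperature at pH 5.0. Fluorescence read after pH 10 stop; AC50 values from Hill-equation fits.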
GAA spleen mod: inhibits or activates alpha-glucosidase in human spleen homogenate; P10253; human spleen homogenate, 4-MU-alpha-glucoside fluorescence; Potency, µM (series often up to 79.9 µM), for inactives: top-dose activity change, negative = inhibition, usual class: inhibitors; actives 0.006% (n = 240,000); AID 2112;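 also: 0% = enzyme with vehicle and -100% = no enzyme basal signal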
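Human spleen homogenate (1 ug) with 4-methylumbelliferyl-alpha-D-glucopyranoside (1 mM final) in 50 mM citrate/phosphate pH 5.0, 0.01% Tween-20; 40 min at 37 C. Stopped at pH 10; 4-MU fluorescence Ex 365/Em 440 nm; AC50 by Hill fit.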
L3MBTL1 block: inhibitors of human L3MBTL1 | actives 0.66% (n = 230,000) | Potency, µM (series often up to 57.1 µM), for inactives: at the top dose activity, negative = inhibition, most hits filed as inhibitors | AlphaScreen L3MBTL1–H3K9me1 peptide binding; also: nearly all actives have a fitted effect of over 60% in size
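AlphaScreen assay: L3MBTL1 (50 nM final) was preincubated 30 min at room temperature with biotinylated H3(1-15)K9me1 peptide (75 nM final), then 30 min with library compounds; streptavidin donor and nickel chelate acceptor beads (10 ug/mL final) added, 30 min dark.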
* marks the source's active call; other numbers are inactive results; i = inactive; ? = inconclusive; / = no result given; & = joins results of further samples; [ ] = dose if it differs, or a comment. Unless noted, calls follow the shape of the dose curve; as a rule, active = well fitted curve in the direction sought with a large enough effect; inconclusive = small, poorly fitted or top-dose-only effect, or another doubt; inactive = no such curve, though single readings can be large; an effect the other way counts as inactive or inconclusive. Unless noted, % is scaled to controls: 0 for no effect and ±100 for the full control effect; potency is read from the fitted curve at half-maximal effect. Only part of the results is shown. The share of hits here may be higher or lower than overall.

SMILES	RGS12 GoLoco inh	TR SRC2 fluor cs	TRb SRC2 PPI	GAA glycogen mod	RECQ1 inh	GAA inh	GAA spleen mod	L3MBTL1 block
N#C/C(=C\N1CCOCC1)S(=O)(=O)c1ccc(Cl)cc1	2%	-3%	-5%	1%	-2%	/	1%	12%
Fc1cccc(F)c1/C=N/N1CCOCC1	0%	0%	-6%	-16%	0%	-2%	0%	/
CCOCc1cn(CC(=O)c2ccc([N+](=O)[O-])cc2)c(C)nc1=N	8%	-1%	0%	2%	-12%	-1%	-8%	/
COc1ccccc1-c1cc(C(=O)N2CCc3ccccc3C2)c2ccccc2n1	-4%	-2%	1%	-20%	-2%	-4%	-6%	0%
O=C1N=C(N2CCCC2)CN1c1ccccc1	5%	-2%	5%	-18%	-17%	9%	1%	1%
O=c1c2ccccc2[nH]c2ccccc12	0%	-8%	-2%	-7%	-3%	?	?	5%
CCCCOC(=O)CCN1C(=O)/C(=C2\SC(=S)N(CCC(=O)OCCCC)C2=O)SC1=S	201%[activator]	5%	2%	-1%	-21%	2%	2%	2%
CCS(=O)(=O)c1ccc2c(c1)N(S(C)(=O)=O)CC(C(=O)NCc1ccccc1OC)O2 (stereo unspecified)	-6%	-1%	2%	2%	-7%	5%	-15%	4%
CC(C)NCC(O)COc1ccc(COCCOC(C)C)cc1 (stereo unspecified)	7%	0%&-1%	-5%&1%	/	-4%&-3%	/	-3%&12%	/
Cc1cc(SCCOc2ccccc2)nc(N)n1	29%	/	/	0%	-15%	-6%	0%	?
NC(=O)c1ccccc1OCC(=O)c1ccc(Cl)cc1	14%	-1%	2%	/	-10%	-6%	/	-27%
CN(C)Cc1cc(CCNC(=O)c2ccc(Cl)cc2)ccc1O	9%	-3%	-2%	-4%	-1%	-4%	5%	-3%
O=C(Nc1nc2ccccc2[nH]1)c1cccc(S(=O)(=O)N2CCOCC2)c1	-13%	-2%[53 µM]	6%[53 µM]	-1%	i	?	9%	-2%
CC1CC(=O)Nc2ccccc2N1C(=O)Nc1ccc(F)cc1F (stereo unspecified)	1%	-2%	-4%	2%	-8%	/	7%	11%
O=C(CN1C(=O)COc2ccccc21)N(Cc1cccnc1)Cc1ccccc1F	4%	0%	-3%	6%	10%	-3%	-6%	3%
COC(=O)c1c(C)oc(C)c1S(=O)(=O)Nc1ccc(C(C)C)cc1	-1%	-3%	2%	-2%	-5%	/	1%	/
CC1CCCC(NC2CCCCNC2=O)C1 (stereo unspecified)	-13%	1%	-5%	11%	i	-3%	-11%	2%
Cc1cccc(C2Nc3ccccc3C(=O)N2NC(=O)c2ccc([N+](=O)[O-])cc2)n1 (stereo unspecified)	1%	2%	4%	-7%	-4%	-2%	3%	5%
Cc1cc(=O)n2nc(N3CCC(C(=O)NC(C)c4ccccc4)CC3)sc2n1 (stereo unspecified)	7%	2%	-5%	1%	-7%	-10%	4%	/
COc1cccc(/C=N/n2c(N)nc3ccccc32)c1OC	6%	0%	0%	-1%	-4%	-7%	-7%	/
O=C1c2ccccc2C(=O)N1CCCn1c(=O)oc2ccccc21	-10%	0%	-4%	1%	-8%	-1%	0%	-8%
COc1ccc2[nH]c(=O)c(CN(C(=O)c3cccnc3)c3ccc(C)c(C)c3)cc2c1	3%	-4%	1%	3%	0%	/	1%	3%
COc1ccc(-c2csc(NC(=S)NC(=O)/C=C/c3ccco3)n2)cc1Br	10%	-2%	1%	7%	1%	2%	0%	-11%
O=C(CSc1ccccn1)Nc1ccc2c(c1)OCO2	7%	2%	-7%	-1%	-8%	/	-6%	/
COC(=O)c1ccc(C(NC(=O)OCc2ccccc2)/C(C)=C/[C@@H](C)C(=O)NCc2cc(F)cc(F)c2)cc1 (stereo partly specified)	1%	-3%	3%	/	i	/	-3%	/
O=S(=O)(c1ccccc1Br)N(Cc1ccccc1)Cc1ccco1	/	-1%	1%	/	-3%	/	-5%	/
CCc1ccc(NC(=S)N(Cc2cccnc2)Cc2ccco2)cc1	-1%	-1%	0%	3%	3%	-5%	/	-6%
COc1ccc([N+](=O)[O-])cc1C(=O)Nc1ccc(OCC(=O)N2CCOCC2)cc1	-2%	-4%	1%	1%	-3%	12%	-2%	-3%
CCC(C)[C@@H](C(=O)NCC1CCC(C(=O)O)CC1)n1nnc2ccccc2c1=O (stereo partly specified)	1%	0%	5%	-11%	-8%	2%	4%	/
CNS(=O)(=O)/C=C/c1ccccc1	-1%	-1%	-6%	7%	i	2%	5%	7%
COCCn1cnnc1SCC(=O)Nc1cc(OC)c([N+](=O)[O-])cc1C	0%	-1%	-5%	-2%	-17%	-12%	3%	/
CC(C)CCC(C)N=Cc1c(O)n(Cc2ccccc2)c(=O)c2ccccc12 (stereo unspecified)	2%	-2%	-8%	-6%	11%	-1%	-7%	/
CCOC(=O)CSc1n[nH]c(NC(=O)c2ccccc2)n1	0%	1%	-7%	-4%	-19%	-1%	7%	7%
O=[N+]([O-])c1ccc(N=Cc2ccc(Br)c([N+](=O)[O-])c2)cc1	-7%	-4%	-2%	-1%	-8%	-5%	-22%	-4%
Cc1nc(N2CCC3(CC2)OCCO3)c2nnn(Cc3ccccc3F)c2n1	-22%	-9%	4%	?	i	-4%	0%	/
O=C(Cc1cccs1)N=Nc1c(O)[nH]c2ccc(Br)cc12	6%	0%	4%	-6%	i	/	0%	-11%
C=CCn1c(=NC(=O)c2ccco2)sc2cc(C(=O)OC)ccc21	11%	5%	-12%	-2%	-6%	6%	1%	4%
Clc1ccc(C[n+]2cc(-c3ccccc3)n3c2CCC3)cc1Cl	-3%	-8%	2%	1%	-8%	-1%	-1%	7%
O=C1CCCC2=C1C(c1ccncc1)n1c(nc3ccccc31)N2 (stereo unspecified)	-2%	-1%	-2%	21%	i	?	3%	13%
Cc1ccccc1C(=O)c1cccn1CC(=O)NC(C)c1ccc2c(c1)OCCO2 (stereo unspecified)	28%	1%	-13%	3%	-12%	-3%	-9%	/
COc1cc(C2=NOC(C(=O)NCc3ccc(F)cc3)C2)cc(OC)c1OC (stereo unspecified)	16%	-2%	9%	-3%	-5%	-16%	-2%	16%
COC(=O)NC(=S)Nc1ccc(Oc2ccc(Cl)cc2Cl)c(Cl)c1	16%	1%	0%	-16%	-8%	-2%	-1%	-12%
CC1Oc2ccccc2N(CC(=O)NCc2ccccc2)C1=O (stereo unspecified)	-21%	1%	0%	12%	5%	1%	-3%	7%
Cc1cc(N2C(=O)C3CC=CC(C)C3C2=O)no1 (stereo unspecified)	32%[activator]	2%	4%	2%	1%	0%	-4%	-23%
O=C(CSc1ccc2c(c1)OCCO2)Nc1cccnc1Cl	-3%	2%	4%	1%	i	7%	5%	/
CCOC(=O)N1CCN(CC(O)COc2c(C)cccc2C)CC1 (stereo unspecified)	-2%	-4%	10%	3%	-17%	5%	4%	0%
Cc1ccc(NC(=O)c2sc3nc(C)nc(N4CCN(c5ccccn5)CC4)c3c2C)c(C)c1	-4%	2%	-4%	-22%	-11%	1%	-5%	-8%
FC(F)(F)c1ccc(-c2csc(-c3ccno3)n2)cc1	-2%	-1%	-5%	8%	-13%	-14%[15.4 µM]	-4%	144%[activator]
CSc1ccc(-c2nc(CSCC(=O)NCCCN3CCOCC3)c(C)o2)cc1	6%	-5%	-6%	5%	i	-2%	6%	/
CS(=O)(=O)c1ccc(C(=O)NCC2(N3CCCCC3)CCCCC2)cc1	-3%	0%	3%	-3%	i	-2%	3%	-2%

Two of these compounds in a different format.
Order of results – RGS12 GoLoco inh | TR SRC2 fluor cs | TRb SRC2 PPI | GAA glycogen mod | RECQ1 inh | GAA inh | GAA spleen mod | L3MBTL1 block
Cc1ccc(NC(=O)c2sc3nc(C)nc(N4CCN(c5ccccn5)CC4)c3c2C)c(C)c1
 : -4% | 2% | -4% | -22% | -11% | 1% | -5% | -8%
FC(F)(F)c1ccc(-c2csc(-c3ccno3)n2)cc1
 : -2% | -1% | -5% | 8% | -13% | -14%[15.4 µM] | -4% | 144%[activator]

Entries above that contain fluorine, in the order listed:
SMILES	RGS12 GoLoco inh	TR SRC2 fluor cs	TRb SRC2 PPI	GAA glycogen mod	RECQ1 inh	GAA inh	GAA spleen mod	L3MBTL1 block
Fc1cccc(F)c1/C=N/N1CCOCC1	0%	0%	-6%	-16%	0%	-2%	0%	/
CC1CC(=O)Nc2ccccc2N1C(=O)Nc1ccc(F)cc1F (stereo unspecified)	1%	-2%	-4%	2%	-8%	/	7%	11%
O=C(CN1C(=O)COc2ccccc21)N(Cc1cccnc1)Cc1ccccc1F	4%	0%	-3%	6%	10%	-3%	-6%	3%
COC(=O)c1ccc(C(NC(=O)OCc2ccccc2)/C(C)=C/[C@@H](C)C(=O)NCc2cc(F)cc(F)c2)cc1 (stereo partly specified)	1%	-3%	3%	/	i	/	-3%	/
Cc1nc(N2CCC3(CC2)OCCO3)c2nnn(Cc3ccccc3F)c2n1	-22%	-9%	4%	?	i	-4%	0%	/
COc1cc(C2=NOC(C(=O)NCc3ccc(F)cc3)C2)cc(OC)c1OC (stereo unspecified)	16%	-2%	9%	-3%	-5%	-16%	-2%	16%
FC(F)(F)c1ccc(-c2csc(-c3ccno3)n2)cc1	-2%	-1%	-5%	8%	-13%	-14%[15.4 µM]	-4%	144%[activator]
